Source: PubChem (Sanford-Burnham Center for Chemical Genomics)
tim23-1 inh: growth inhibitors of tim23-1 mutant yeast, primary screen, luminescence, uHTS. S. cerevisiae tim23-1 growth, BacTiter-Glo luminescence, 24 h. inhibition, % at 20 µM. actives 1.3% (n = 330,000);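 active = growth inhibition of the mutant yeast at or above 50%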;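 note: temperature-sensitive mutant grown at 25 °C; plate controls were DMSO-treated mutant yeast for no effect and medium wells lacking yeast for full effect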
Mdm2 MdmX PPI: inhibitors of human Mdm2-MdmX association, primary screen, cell-based, luminescence, split luciferase, SaOS-2, uHTS; AID 485346, 2010; Protein Mdm4 (Homo sapiens) + E3 ubiquitin-protein ligase Mdm2 (Homo sapiens), …; SaOS-2 split-luciferase Mdm2/MdmX complementation; actives 3% (n = 330,000); inhibition, % at 8 µM;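 active = inhibition of at least 50% at 8 µM in the primary screen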
Target sequence (O15151 whole entry, looked up): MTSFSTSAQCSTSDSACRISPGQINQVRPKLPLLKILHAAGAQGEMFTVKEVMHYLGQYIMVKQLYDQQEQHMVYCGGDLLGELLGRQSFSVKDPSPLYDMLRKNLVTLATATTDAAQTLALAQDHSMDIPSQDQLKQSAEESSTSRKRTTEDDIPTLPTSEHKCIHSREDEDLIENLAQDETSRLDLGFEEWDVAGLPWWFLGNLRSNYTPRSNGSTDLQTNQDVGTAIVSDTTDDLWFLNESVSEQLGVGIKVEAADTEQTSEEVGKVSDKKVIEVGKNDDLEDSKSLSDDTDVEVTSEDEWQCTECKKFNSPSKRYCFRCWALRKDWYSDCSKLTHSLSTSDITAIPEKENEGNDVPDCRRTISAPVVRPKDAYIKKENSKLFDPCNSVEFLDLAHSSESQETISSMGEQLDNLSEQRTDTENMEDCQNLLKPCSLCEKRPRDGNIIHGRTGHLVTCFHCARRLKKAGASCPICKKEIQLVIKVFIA
Target sequence (Q00987 whole entry, looked up): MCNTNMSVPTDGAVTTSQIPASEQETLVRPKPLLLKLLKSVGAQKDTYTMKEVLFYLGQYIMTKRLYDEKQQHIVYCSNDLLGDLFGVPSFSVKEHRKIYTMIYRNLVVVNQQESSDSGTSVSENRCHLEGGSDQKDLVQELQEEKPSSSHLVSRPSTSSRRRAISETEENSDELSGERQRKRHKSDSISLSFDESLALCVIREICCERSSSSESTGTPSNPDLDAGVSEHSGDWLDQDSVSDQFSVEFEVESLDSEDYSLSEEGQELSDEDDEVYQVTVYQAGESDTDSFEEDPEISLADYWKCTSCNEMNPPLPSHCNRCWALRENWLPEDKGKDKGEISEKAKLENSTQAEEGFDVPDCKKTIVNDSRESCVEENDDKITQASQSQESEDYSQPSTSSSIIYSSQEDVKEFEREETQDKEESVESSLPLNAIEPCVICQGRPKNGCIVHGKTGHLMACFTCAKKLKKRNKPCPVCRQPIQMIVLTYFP
TIM10 inh: growth inhibitors of isogenic TIM10 control yeast, primary screen, counter-screen for tim10-1 yeast inhibitor project, luminescence, uHTS | S. cerevisiae TIM10 strain growth, BacTiter-Glo luminescence, 24 h | inhibition, % at 10 µM | actives 1.4% (n = 330,000) | AID 463195, 2010;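 active = inhibition of 40% or more at the single tested concentration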;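 note: wild-type TIM10 isogenic control strain grown at permissive 25 °C; 0% = DMSO yeast wells and 100% = minimal medium wells without yeast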
tim10-1 inh: growth inhibitors of tim10-1 mutant yeast, primary screen, luminescence, uHTS; S. cerevisiae tim10-1 ts strain growth, BacTiter-Glo, 24 h; inhibition, % at 20 µM; actives 2.2% (n = 330,000);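 active = inhibition of at least 40%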;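 note: mutant grown at 25 °C; 0% = DMSO wells with yeast and 100% = wells holding no yeast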
NR3A LBD binder: binders of NR3A ligand-binding domain, primary screen, biophysical, differential scanning fluorimetry, uHTS; actives 2.5% (n = 340,000); NR3A LBD differential scanning fluorimetry, Tm shift; 0% = protein alone, 100% = glycine-bound protein; Tm shift relative to glycine control, % at 25 µM; Glutamate receptor ionotropic, NMDA 3A (GRIN3A) ligand-binding domain;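 active = melting temperature shift of at least 10% of the positive control shift, at one fixed dose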
APJ agonist: agonists of human apelin receptor APJ, primary screen, CHO-K1 cells, PathHunter beta-arrestin, luminescence; actives 0.11% (n = 330,000); 0% DMSO wells, 100% apelin; activation, % at 20 µM;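 active = activation more than six SD over the plate average, tested at 20 µM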;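 note: 0% = DMSO alone and 100% = apelin-13 at 10 nM; some results filed as inactive read as strong as hits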
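assay system = CHO-K1 APJ beta-arrestin complementation cell line | input = cell density 1000 per well | dosing = compound 20 µM once, DMSO 1% | timing = compound 90 min 25 °C, reagent 1 h | measured by = luminescence from split beta-galactosidase complementation, Galacton Star/Emerald II substrate | read-out basis = APJ agonist activity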
NALP3 yeast inh: NALP3 inflammasome inhibitors in reconstituted yeast, primary screen, luminescence, uHTS; Yeast reconstituted NLRP3/ASC/caspase-1, beta-gal luminescence, 24 h; inhibition, % at 10 µM; actives 0.39% (n = 330,000);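 active = inhibition of 50% or more; inactive = inhibition below 50%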;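 note: plate controls were induced DMSO wells for no effect and uninduced yeast grown without galactose for full effect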
UPR CHOP act: activators of apoptotic CHOP UPR arm, primary screen, cell-based, CHO-CHOP luciferase reporter, luminescence, uHTS; UPR activation; percent of tunicamycin response over DMSO baseline; activation, % at 10 µM; actives 0.34% (n = 330,000);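 active = at 10 µM dose, activation of 40% or more, normalized to positive control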;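 note: 100% = tunicamycin at 10 µg/mL and 0% = DMSO alone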
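System: CHO CHOP reporter cells. Amount: 500 cells per well. Buffer or medium: F12 medium, 10% FBS. Compound dosing: one dose, 10 µM in 0.5% DMSO. Incubation: 6 h compound exposure at 37 °C after overnight seeding. Technique: Steady-Glo luciferase luminescence. Benchmarks: tunicamycin and DMSO controls.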
UPR XBP1 act: activators of adaptive XBP1 UPR arm, primary screen, cell-based, CHO-XBP1 luciferase reporter, luminescence, uHTS; IRE1-XBP1 UPR activation; percent of tunicamycin response, DMSO as zero; activation, % at 20 µM; actives 0.33% (n = 330,000); AID 463104, 2010;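 active = versus positive control, 20 µM dose yields 30% or more activation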;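 note: 100% = tunicamycin at 10 µg/mL and 0% = DMSO only wells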
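Assay system: CHO-XBP1 luciferase reporter cells; Schedule: 6 h treatment, 37 °C; Detection: glow luminescence from Steady-Glo reagent; Benchmarks: high control tunicamycin 10 µg/mL final, low control DMSO vehicle only.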
* hit, by the source's call.

SMILES	tim23-1 inh	Mdm2 MdmX PPI	TIM10 inh	tim10-1 inh	NR3A LBD binder	APJ agonist	NALP3 yeast inh	UPR CHOP act	UPR XBP1 act
COCCN(Cc1nnc(-c2cccs2)o1)C(=O)CN1C(=O)NC2(CCCCC2)C1=O	8	10	-7	-19	-2	0	0	-0.7	6
COc1ccc(Cl)cc1NC(=O)c1ccoc1C	17	-4	9	24	3	0	18	-3.0	-1
COC(=O)CSc1nnc(-c2cccnc2)n1-c1cccc(OC)c1	14	4	5	5	0	-5	-5	-0.2	-1
CCOC(=O)c1cc(CC)sc1NC(=O)COC(=O)c1ccccn1	34	-15	29	18	-3	-4	9	-0.2	-2
O=C(O)CCC(=O)N1CCN(c2cccc(Cl)c2)CC1	17	-4	5	21	-1	-2	-2	-0.5	-1
CCOC(=O)c1c(CC(C)C)csc1NC(=O)CCl	-14	16	-17	23	3	8	-33	2.3	0
CC(C)C(=O)NCc1cc(-c2ccc(Cl)cc2)no1	7	2	-13	5	0	-4	-7	0.3	1
O=C(NCc1ccncc1)c1ccc(NS(=O)(=O)c2ccc(F)cc2)cc1	3	9	14	-3	0	6	12	0.0	0
O=C(C1CCCN(S(=O)(=O)c2ccc(F)cc2)C1)N1CCCC1 (stereo not given)	9	18	4	12	0	-2	14	-2.6	0
Cc1ccc(P(=O)(CC(=O)O)c2ccc(C)cc2)cc1	6	-8	-3	2	-1	-2	1	1.3	-1
CCc1cc2c(-c3ccccc3)cc(=O)oc2cc1OCC(C)=O	31	9	-41	-60	-1	-3	15	3.3	0
COc1ccc(C(CNC(=O)c2ccc(OCC3CCCO3)cc2)N2CCOCC2)cc1 (stereo not given)	8	3	10	30	-1	0	5	1.0	-2
Cc1ccn2c(c1)nc(=O)c1cc(S(=O)(=O)N3CCCCC3)ccc12	9	-5	-9	-18	2	1	18	-1.3	1
Cc1ccccc1N(CC(=O)N1CCCCCC1)S(C)(=O)=O	8	-18	3	8	0	-1	19	-0.5	-5
CN1CCN(NC(=O)c2cccc(F)c2)CC1	3	22	-13	-6	0	0	-4	0.6	-3
COCc1ccc(C(=O)N2CCCC(CCC(=O)NCc3ccccc3F)C2)o1 (stereo not given)	-2	39	-1	15	0	-3	8	2.0	1
O=C1C2C3C=CC(CC3)C2C(=O)N1/N=C/c1c[nH]c2ccccc12 (stereo not given)	19	-29	-1	19	-1	-2	16	2.7	2
CCCN1CCN(CCCNC(=O)c2ccc3nc(N4CCCCC4)sc3c2)CC1	-9	10	-2	-11	-1	-1	9	3.0	1
NC(=O)NOCc1c(F)cccc1Cl	-5	15	-1	1	1	-3	-1	0.0	-2
CN(C)/C=C/C1=C([N+](=O)[O-])C(c2cccc([N+](=O)[O-])c2)NC(=O)N1 (stereo not given)	18	2	22	3	-1	-1	7	-0.6	1

Next section; the last 2 above are carried over.
SMILES	tim23-1 inh	Mdm2 MdmX PPI	TIM10 inh	tim10-1 inh	NR3A LBD binder	APJ agonist	NALP3 yeast inh	UPR CHOP act	UPR XBP1 act
NC(=O)NOCc1c(F)cccc1Cl	-5	15	-1	1	1	-3	-1	0.0	-2
CN(C)/C=C/C1=C([N+](=O)[O-])C(c2cccc([N+](=O)[O-])c2)NC(=O)N1 (stereo not given)	18	2	22	3	-1	-1	7	-0.6	1
C=CCc1ccc(OCC(O)CN2CCC(Cc3ccccc3)CC2)c(OC)c1 (stereo not given)	-210	27	-272	-105	-3	-1	25	-2.0	-1
CCCCC(=O)OCC(=O)c1[nH]c(C)c(C(C)=O)c1C	12	-4	7	2	0	-2	22	2.6	1
O=C(CCc1ccccc1)NCCCNC(=O)CCc1ccccc1	-11	14	-3	-4	0	-2	10	-0.9	-1
C=CCN(C(=O)Nc1ccc(OC)cc1)c1nnc(-c2ccncc2)s1	14	-5	1	2	0	2	4	1.0	-3
CCSc1nnc(NC(=O)[C@H](C)N2C(=O)C3CC=CCC3C2=O)s1 (stereo not given in full)	13	27	6	5	0	-3	13	-1.3	-4
O=C(CSc1cccc2cccc(Cl)c12)NCc1cccs1	14	7	15	27	-4	-2	52*	1.3	0
CCN(c1ccccc1)S(=O)(=O)c1ccc(Cl)c(C(=O)OCC(=O)c2[nH]c(C)c(C(C)=O)c2C)c1	1	-8	6	-11	-17	0	-18	2.6	-1
CC1(C)CC(=O)C2=C(C1)Nc1ncnn1C2c1ccccn1 (stereo not given)	4	19	-8	10	1	0	11	-2.2	0
O=C(Cc1ccccc1[N+](=O)[O-])NCc1ccc2c(c1)OCO2	18	-39	1	9	1	-3	-13	2.8	6
CCCCOc1ccc(CN2CCSCC2)cc1	5	7	-65	-27	1	-4	19	1.7	1
N#CCCNC(=O)Cn1c(COc2ccc(Cl)cc2)nc2ccccc21	-5	-15	4	10	-5	-4	-3	-0.6	1
O=C(OCC(=O)N1CCc2ccccc21)c1cccnc1	3	-15	-10	3	-1	-2	5	2.3	3
O=C(N/N=C/c1ccco1)c1cc(-c2ccccc2)n[nH]1	-2	23	-7	-33	-5	1	6	3.0	0
CCCCOc1ccc(-c2n[nH]c(=S)n2Cc2ccccc2)cc1	8	2	-10	9	1	-2	36	0.2	-2
CSCc1c(C(=O)N2CCCc3ccccc32)oc2ccccc12	38	1	5	4	1	-5	8	0.0	-3
CCCOc1ccc(-c2c(=O)n(OCC(=O)OCC)c3ccccc3[n+]2[O-])cc1	44	-9	20	11	-3	0	32	3.5	3
COc1cccc(C2(O)CCN(CC(=O)NCC3CC3)CC2)c1	10	1	0	1	-1	2	2	0.1	-3
COC(=O)c1cccc(-n2cnnn2)c1	11	-7	-4	-2	1	-4	19	1.2	4
CSc1nc(C)nc(N/C=C(\C#N)S(=O)(=O)c2ccccc2Cl)n1	11	-7	3	9	-8	-5	1	-0.9	-2
CCN(Cc1cc2ccccc2[nH]c1=O)C(=O)c1cccc([N+](=O)[O-])c1	-6	15	2	-1	0	0	6	-1.3	-2

A different layout for some results above:
Value order – tim23-1 inh, Mdm2 MdmX PPI, TIM10 inh, tim10-1 inh, NR3A LBD binder, APJ agonist, NALP3 yeast inh, UPR CHOP act, UPR XBP1 act
> CCCCOc1ccc(-c2n[nH]c(=S)n2Cc2ccccc2)cc1
 : 8, 2, -10, 9, 1, -2, 36, 0.2, -2
> CSCc1c(C(=O)N2CCCc3ccccc32)oc2ccccc12
 : 38, 1, 5, 4, 1, -5, 8, 0.0, -3
> CCCOc1ccc(-c2c(=O)n(OCC(=O)OCC)c3ccccc3[n+]2[O-])cc1
 : 44, -9, 20, 11, -3, 0, 32, 3.5, 3

(more compounds)
SMILES	tim23-1 inh	Mdm2 MdmX PPI	TIM10 inh	tim10-1 inh	NR3A LBD binder	APJ agonist	NALP3 yeast inh	UPR CHOP act	UPR XBP1 act
COC(=O)C1=C(C)N(c2ccc(S(N)(=O)=O)cc2)C(=O)C1	14	16	-2	7	1	-1	6	-1.9	1
COc1ccc(-c2csc(NC(=O)c3cc(=O)c4ccccc4o3)n2)cc1OC	0	22	0	-6	-1	-5	30	4.5	-2
COc1ccc(NC(=O)Cn2cccc2)cc1Cl	3	2	-2	-6	1	-2	8	-1.0	-3
COc1ccc2c(c1)[C@H]1[C@H](CO2)[C@H](c2ccccc2)[C@]2(C)C(=O)Nc3cc(Cl)ccc3C(=O)N12	45	34	19	36	-3	-2	10	1.1	3
Cc1ccccc1-n1c(C)cc(/C=C2\NC(=O)NC2=O)c1C	38	-21	16	30	-3	-4	9	6.7	4
COc1ccc(-c2csc(N(CCCN(C)C)C(=O)c3ccc(C)cc3)n2)cc1	25	26	13	20	0	-2	25	-0.4	-1
O=C(NCCc1c[nH]c2ccc(Cl)cc12)c1cccnc1	20	-10	15	17	9	3	4	-1.6	2
C=C(C)CSc1nnc2n(N)c(=O)c3ccccc3n12	16	-32	16	2	2	0	-6	3.0	3
CCOc1ccc(N(CC(=O)NCCc2ccc(Cl)cc2)S(=O)(=O)c2c(C)[nH]c(=O)[nH]c2=O)cc1	12	-46	-4	3	0	-3	7	-0.2	-5
CN(C)CCN1CCc2ccccc21	1	13	4	6	0	-2	16	-0.7	-1
COc1cc(C)ccc1S(=O)(=O)N1CCCCCC1	27	-14	-3	-2	-1	-2	25	1.4	3
CCOC(=O)C(=CNc1ccccc1N1CCOCC1)C(=O)OCC	25	-2	10	21	2	-2	8	1.5	1
O=C(Nc1cccc(S(=O)(=O)N2CCOCC2)c1)C1CC(=O)N(c2ccc3c(c2)OCCO3)C1 (stereo not given)	1	21	-5	-8	0	0	16	1.3	-2
COc1ccc(OC)c(NC(=S)NN2CCN(C)CC2)c1	13	0	-2	4	-3	0	3	0.3	0
O=C(NCc1ccccc1)C1CCCN(S(=O)(=O)c2cccc3nsnc23)C1 (stereo not given)	10	16	2	7	2	-4	11	-2.2	-3
Cc1cccc(C)c1C(OCCN(C)C)C1CCCCC1 (stereo not given)	21	20	13	32	-1	0	12	-0.3	0
Cc1cc2c(c(=O)n1C)C(C(C)C)C(C#N)=C(N)O2 (stereo not given)	4	15	-6	-3	-1	-3	-1	-0.6	-4
COc1ccc(-c2nc3ccc(C(=O)NCC(OC)OC)cc3nc2-c2ccc(OC)cc2)cc1	20	2	22	25	-1	-2	16	2.7	-2
Cc1nc2cc(NC(=O)Nc3nccs3)ccc2n1C	16	-4	-6	-10	1	2	14	-1.0	-7
Nc1nc(-c2cccnc2)nn1C(=O)COc1ccccc1	9	15	-12	-13	4	-1	13	-0.8	0
COc1cc(S(=O)(=O)NC2CCCC2)c(OC)cc1Cl	23	11	2	31	-2	-1	-16	-1.8	-3
Cc1cccn2c(CN(C)CC3Cc4ccccc4O3)c(C(=O)N3CCCCC3)nc12 (stereo not given)	36	14	24	30	-1	-1	16	-2.1	-1
Cc1cc2c(SCC(=O)N3CCN(c4ccccc4)CC3)ncnc2s1	-11	10	0	8	1	-7	18	-2.5	-3
Cc1ccc(C)c(SCC(=O)OCC(=O)NCCNC(=O)COC(=O)CSc2cc(C)ccc2C)c1	5	20	1	-4	-8	-1	-3	-0.4	0
Cc1cc2cc(C(c3nnnn3C(C)(C)C)N(Cc3ccco3)CC3CCCO3)c(=O)[nH]c2cc1C (stereo not given)	30	4	14	33	0	-2	-7	2.6	1
COC(C(=O)Nc1ccnn1C1CCN(Cc2ccc(CO)o2)CC1)c1ccccc1 (stereo not given)	11	0	8	-11	2	0	7	2.0	-2
COc1ccc(CC(=O)c2ccc(OC)c(OC)c2C)cc1OC	6	20	6	11	2	0	22	0.8	-2
COc1ccc(CNc2nc(NCc3ccc(OC)cc3)c3ncn(C4CCCC4)c3n2)cc1	7	61*	8	4	-3	-2	27	-0.8	13
CCc1ccc(N2C(=O)CN(Cc3ccccc3)C2=S)cc1	25	-2	10	17	1	0	0	2.2	-5
